Screens: PubChem, several laboratories
Insulin prom up = insulin promoter activators in MIN6 cells, imaging, high-content screening, mouse beta cells; 0.3% of 190,000 active; z-score at 5 µM; AID 1625, 2009; MIN6 insulin promoter-GFP reporter; hits give high values;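 active = z-score above 3 at 5 µM with at least 500 cells counted in the well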
PMI inhibitors = inhibitors of human PMI, primary screen, biochemical, fluorescence intensity, coupled assay (AID 1209) | purified PMI enzyme, coupled fluorescence intensity; higher % means a stronger effect | one-dose inhibition, % at 20 µM; IC50 in µM for titrated hits | 0.42% of 190,000 active; in the data active = inhibition above about 50%;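 also: plate controls were DMSO vehicle for no effect and wells lacking substrate for full effect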
T cell HTS = modulators of CD8 T cell-vesicle binding, primary screen, mouse 2C CD8+ T cells, flow cytometry | 0.068% of 330,000 active | calls only at 7 µM | 2C CD8+ T cell-vesicle binding; hits give low values | AID 2052, 2009;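 active = response, share of CD8 T cells binding vesicles, and their 90th percentile fluorescence all below set limits, cut at about 80% in these data, passing the limit was not always enough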
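Material: murine 2C transgenic CD8+ T lymphocytes / Also added: QL9-peptide-loaded Drosophila micro-vesicles bearing Ld, ICAM-1 and B7-1 / Schedule: binding step 1.5 h, 37 °C, antibody labelling 20 min, ice / Signal: flow cytometry, PE anti-B7-1 (FL2) versus Alexa647 anti-CD8 (FL8), PFA-fixed / Evaluation: percent CD8+ FL2 mean versus row control / Benchmarks: naked versus QL9-loaded vesicles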
Hep lipid drop = inhibitors of hepatocyte lipid droplet formation, primary screen, imaging, high-throughput imaging, BODIPY stain | AML12 mouse hepatocytes, oleate lipid droplets | inhibition, % at 6.5 µM | 0.4% of 240,000 active | AID 1656, 2009;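 active = lipid droplet intensity inhibited by at least 50%, with more than 500 cells counted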
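Material – mouse AML12 hepatocyte cell line, fixed after treatment · Compound dosing – one dose, 6.5 µM compound · Times – compound with oleate, overnight · Measured by – Image-based BODIPY and DAPI two-channel analysis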
Dynein cargo inh = inhibitors of GR-EGFP nuclear translocation, primary screen, dynein cargo transport inhibitor project, imaging, high-content, 3617.4 mouse cells | test concentration mostly 20 µM; stimulated with dexamethasone, 1 µM; hits give low values | z-score, hits read low | 0.47% of 220,000 active;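 active = plate z-score of nuclear minus cytoplasmic receptor signal below a set negative limit, without overly bright fluorescence or cell loss, cut at about -3.5 in these data, passing the limit was not always enough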;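 also: z-score of nuclear minus cytoplasmic ring GR-EGFP intensity difference per well; some compounds called inactive have numbers as strong as hits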
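Also added: dexamethasone, 1.0 µM final. Medium: tet-free, stripped-serum medium. Detection: fixed, Hoechst-stained cells imaged at 10x for EGFP. Read-out: nuclear-to-cytoplasmic GR-EGFP distribution per well. Times: induction 48 h, compound 1 h, agonist 30 min.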
TNAP activation fold = human TNAP enzyme activators, primary screen, biochemical, luminescent, no phosphate acceptor, uHTS (AID 1001); 0.03% of 200,000 active; one-dose activation fold at 20 µM; EC50 in µM for titrated hits; purified TNAP, luminescent activation assay, no phosphate acceptor; higher activation fold means a stronger effect; Alkaline phosphatase, tissue-nonspecific isozyme (Homo sapiens); in the data active = activation fold from about 3, or a potency from the dose series; inactive = the rest, 99 in 100 with activation fold below about 1.6; also: many of its hits are not listed in these tables
Myeloid diff 2 = induction of myeloid progenitor differentiation, primary screen, cell-based, flow cytometry, MLPCN library; 1% of 360,000 active; ER-HoxA9 myeloid progenitors, lysozyme-GFP differentiation; calls only at 10 µM;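 active = normalized GFP-positive differentiation at or above the plate's own cutoff, the solvent-only control mean plus 3 SD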;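 also: cells exposed to compound for four days before flow analysis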
MT stabilize HCS = microtubule stabilizers in HeLa cells, primary screen, imaging, high-content imaging. HeLa tubulin immunostaining HCS, 24 h; share of cells brighter than vehicle mean+2SD. % tubulin-high responders, % at 10 µM. 0.83% of 200,000 active. AID 2205, 2009;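 active = plate Z-score above 3 for both tubulin-high and condensed-nucleus cell shares, with cell loss under 80%, at 10 µM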;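 also: anti alpha tubulin signal scored within the nucleus-defined area of each cell; some results filed as inactive read as strong as hits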
bCat nuc transl = modulators of beta-catenin nuclear translocation, primary screen, imaging, HeLa cells, immunofluorescence, high-content. nuclear translocation activity, % at 5 µM. 0.3% of 190,000 active. AID 1665, 2009;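 active = nuclear translocation activity above 50% at 5 µM, with a well cell count of 50 or more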;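 also: per-cell ratio of nuclear to cytoplasmic median beta-catenin stain intensity; plate controls were DMSO negative control for no effect and GSK-3 inhibitor IX positive control for full effect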
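Signal – beta-catenin immunofluorescence imaging with DAPI · Test system – human HeLa cell line · Dosing – 5 µM primary single dose, 0.1% DMSO, 0.02–20 µM confirmation series · Measure – % activation, nuclear-to-cytoplasmic median beta-catenin signal ratio per cell · Incubation – 24 h compound exposure at 37°C, 5% CO2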
Dynein cargo inh cytoplasmic EGFP = recorded beside Dynein cargo inh, whose call it bears; z-score; measured here: cytoplasmic GR-EGFP intensity; hits give high values
Dynein cargo inh nuclear GR-EGFP = further read-out of Dynein cargo inh, marked with its call; z-score; measured here: nuclear GR-EGFP intensity;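 lower value marks the stronger effect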
Dynein cargo inh cell count = further read-out of Dynein cargo inh, marked with its call; z-score; measured here: cell count per field
Insulin prom up cell count = second read-out of Insulin prom up, no call of its own (marks repeat the call); cell count; measured here: cytotoxicity, nuclei count;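 total cells summed across four imaged fields per well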
Hep lipid drop cells 6.5 µM = recorded beside Hep lipid drop, whose call it bears; cell count; measured here: cell count, cytotoxicity flag;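 cells counted across two imaged fields per well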
bCat nuc transl cell count 5 µM = further read-out of bCat nuc transl, marked with its call; cell count; measured here: cell count, cytotoxicity flag
T cell HTS vesicle-bound % = recorded beside T cell HTS, whose call it bears; double positive events, %; measured here: CD8+ vesicle-bound cell fraction;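 binding gate set so that unloaded-vesicle control wells show 10% double positive cells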
MT stabilize HCS Hoechst-high % = also measured in MT stabilize HCS; calls as there; % Hoechst-high responders; measured here: nuclear condensation Hoechst responders;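 share of cells brighter than vehicle mean plus two SD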
MT stabilize HCS cytotoxicity % = further read-out of MT stabilize HCS, marked with its call; toxicity, %; measured here: cytotoxicity by cell density;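 0% = mean cell density of plate MIN control wells and 100% = no cells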
Myeloid diff 2 GFP+ MAC1+ % = further read-out of Myeloid diff 2, marked with its call; GFP+ MAC1+ double positive, %; measured here: differentiation confirmed by MAC1 staining
Active calls of the source: *; i = inactive; x = not tested or not shown; & = joins results of further samples.

SMILES | Insulin prom up | Insulin prom up cell count | PMI inhibitors | T cell HTS | T cell HTS vesicle-bound % | Hep lipid drop | Hep lipid drop cells 6.5 µM | Dynein cargo inh | Dynein cargo inh cytoplasmic EGFP | Dynein cargo inh nuclear GR-EGFP | Dynein cargo inh cell count | TNAP activation fold | Myeloid diff 2 | Myeloid diff 2 GFP+ MAC1+ % | MT stabilize HCS | MT stabilize HCS Hoechst-high % | MT stabilize HCS cytotoxicity % | bCat nuc transl | bCat nuc transl cell count 5 µM
Nc1[nH]n(-c2ccccc2)c(=O)c1N=Nc1ccc2c(c1)OCCO2 | -1.3 | 1324 | 11% | i | 50 | 17 | 709 | 0.51 | -0.31 | 0.75 | -0.42 | 0.9 | i | 0.7 | 5.3 | 3.8 | 10 | 1.4 | 1008
Cc1cc(NC(=O)CN2C(=O)NC3(CCCCC3C)C2=O)no1 (stereo not drawn) | 0.12 | 1395 | 1% | i | 54 | -1 | 639 | 0.68 | -0.27 | 0.71 | -0.44 | 1.1 | i | 0.9 | 1.8 | 2.0 | 3.1 | 0.5 | 457
COCC(C)n1c(C)cc(C(=O)COC(=O)c2c(NC(C)=O)sc(C)c2C)c1C (stereo not drawn) | -0.49 | 1290 | 7% | i | 5 | x | x | x | x | x | x | 1 | i | 0.5 | x | x | x | -0.2 | 1221
CC(=O)c1sc(NC(=O)COc2ccc(Br)cc2)nc1C | x | x | -4% | i | 64 | -13 | 680 | 2.5 | -0.0061 | 1.2 | -2 | 1.1 | i | 0.5 | 1.7 | 2.3 | 3.9 | -2.7 | 1093
O=C1CCCN1c1ccc(S(=O)(=O)N2CCN(c3ccccc3)CC2)cc1 | 0.2 | 1456 | 5% | i | 49 | 12 | 719 | -0.41 | -0.36 | -0.15 | 0.82 | 1.1 | i | 0.1 | 1.1 | 0.8 | 2.8 | 0.7 | 1025
Cc1cccc(CN2CCN(C(=O)CCl)CC2)c1 | 0.58 | 1192 | -8% | i | 40 | -4 | 659 | -0.91 | -0.11 | -0.41 | -0.49 | 1 | i | 0.8 | 2.6 | 4.6 | 7.0 | 0.1 | 1096
Cc1ccc(N=Cc2cc(Br)cc(Cl)c2O)cc1 | 0.01 | 1198 | 2% | i | 50 | 1 | 703 | 2.5 | -0.15 | 1.6 | -1.8 | 0.9 | i | 0.3 | 4.9 | 1.4 | 5.3 | -0.9 | 1193
Cc1ccc(C(=O)Nc2ccccc2C(=O)NC(C(=O)O)C(C)C)cc1 (stereo not drawn) | 0.08 | 1093 | -24% | i | 34 | -14 | 745 | -0.35 | -0.2 | 0.66 | 0.48 | 1.1 | i | 6.2 | 2.3 | 1.7 | 5.7 | 0.7 | 1095
COc1ccccc1OCCCCNCCO | 0.04 | 1285 | 7% | i | 5 | 2 | 780 | -0.26 | -0.24 | -0.76 | 0.3 | 1.1 | i | 7.7 | 2.2 | 1.4 | 7.7 | -1.4 | 1147
CNC(=S)N1N=C2c3ccccc3CCC2C1c1ccccc1Cl (stereo not drawn) | 0.64 | 1091 | x | i | 37 | -24 | 716 | 0.5 | -0.29 | 0.19 | 0.61 | x | i | 0.8 | x | x | x | -1.3 | 1212
Cn1c(C(O)c2ccc(Cl)cc2)nc(Cl)c1Cl (stereo not drawn) | -0.1 | 1406 | 0% | i | 22 | x | x | -0.67 | -0.2 | -0.16 | 0.44 | 1.1 | i | 0.5 | 3.6 | 2.5 | 7.1 | 0.4 | 1144
CC1CCCCC1NC(=O)C1CCC(CNc2c(N3CCCCC3)c(=O)c2=O)CC1 (stereo not drawn) | -0.22 | 1038 | x | i | 40 | 12 | 718 | 0.15 | -0.21 | 0.6 | 0.33 | x | i | 0.2 | x | x | x | -0.2 | 1328
O=C(O)/C=C/C(=O)Nc1ccc(-c2ccccc2)cc1 | -0.11&0.18 | 1429&1581 | -15% | i | 61 | 0&3 | 721&666 | -0.71&0.23 | -0.25&-0.11 | -0.59&0.64 | 1.3&-0.26 | 1.1 | i | 1.2 | 7.1 | 2.3 | 12 | -0.2&-2.1 | 1005&1001
C=CCn1c(SCc2cccnc2)nnc1-c1ccncc1 | 0.2 | 1316 | -6% | i | 42 | x | x | 0.2 | -0.32 | 0.49 | -0.72 | 1.1 | i | 0.7 | 4.4 | 2.9 | 8.5 | -6.8 | 1063
O=C(CSc1ncccn1)Nn1cnnc1 | 0.47 | 1448 | 5% | i | 19 | x | x | -0.58 | -0.22 | -0.1 | 1 | 1 | i | 5.2 | 3.3 | 3.9 | 8.5 | -3.7 | 806
COC(=O)c1cc(C(=O)NC(C)(C)CC(C)(C)C)cc([N+](=O)[O-])c1 | x | x | 8% | i | 13 | 0 | 708 | 3.3 | -0.19 | 1.2 | -1.2 | 1 | i | 0.6 | 1.2 | 1.7 | 8.1 | -0.3 | 1423
C/C(N)=C(/C#N)C(=O)COC(=O)CCS(=O)(=O)c1ccccc1 | 0.57 | 834 | 3% | i | 52 | 9 | 765 | -0.69 | -0.24 | -0.41 | 0.82 | 1.2 | i | 1.1 | 2.9 | 1.8 | 4.7 | -4.2 | 1191
CCOC(=O)c1[nH]c(C)c(C(=O)NCCC2=CCCCC2)c1C | 0.11 | 1376 | -11% | i | 40 | x | x | -0.25 | -0.19 | -0.17 | 1.1 | 1.1 | i | 0.8 | 2.8 | 2.6 | 9.6 | -3.7 | 757
Cc1c(NC(=O)c2ccccc2)cccc1[N+](=O)[O-] | 0.14 | 1331 | 2% | i | 37 | 14 | 681 | -0.3 | -0.29 | -0.23 | 0.42 | 1.1 | i | 0.6 | 2.0 | 3.5 | 9.1 | 0.3 | 559
CN(C)c1ccc(NC(=O)/C=C/c2c(Cl)cccc2Cl)cc1 | 0.02 | 1485 | 8% | i | 50 | -12 | 659 | 1.5 | -0.15 | 0.93 | -0.35 | 1.1 | i | 0.9 | 8.0 | 2.3 | 5.3 | 7.4 | 1101
CN1C(=O)CSc2ccc(NC(=O)N3CCc4ccccc43)cc21 | -0.98 | 1441 | -2% | i | 20 | x | x | 0.061 | -0.21 | 0.21 | -0.11 | 1 | i | 9.6 | 1.3 | 2.5 | 12 | 1.8 | 724
CCN(CC)c1ncnc2c1sc1nc(N3CCOCC3)c3c(c12)CCC3 | -0.46 | 973 | 5% | x | x | x | x | 0.89 | 0.0029 | 0.16 | 0.13 | 1 | x | x | 1.4 | 1.6 | 9.5 | 0.4 | 1373
CCCc1cc(=O)[nH]c(SCC(=O)Nc2nonc2N)n1 | -0.54 | 1336 | 7% | i | 54 | 5 | 705 | -0.17 | -0.21 | 0.12 | 0.23 | 1 | i | 2.4 | 5.3 | 3.4 | 8.9 | x | x
O=C(O)CCS(=O)(=O)Cc1ccccc1F | -0.02 | 1161 | 0% | i | 53 | x | x | -0.32 | -0.2 | 0.0067 | 0.22 | 1.1 | i | 11 | 1.7 | 1.4 | 12 | 6.7 | 1378
Cc1cccc(N2C(=O)CCC2=O)n1 | x | x | 1% | i | 25 | -4 | 617 | -0.28 | 0.36 | -0.34 | 0.19 | 1.2 | i | 0.4 | 2.7 | 2.3 | 3.4 | -1.6 | 904
CC(=O)Nc1ccc(OCC(O)Cn2ccnc2)cc1 (stereo not drawn) | 0.78 | 1677 | x | i | 44 | 3 | 719 | -0.3 | -0.1 | -0.22 | 0.15 | 1.1 | i | 0.6 | 4.1 | 1.7 | 6.8 | 0.2 | 1587
Cc1ccc(Cl)cc1NC(=O)c1cnn2c1NC(c1ccco1)CC2C(F)(F)F (stereo not drawn) | x | x | 8% | i | 34 | 20 | 799 | -0.86 | -0.19 | -0.27 | 0.52 | 1.1 | i | 6.5 | 2.0 | 3.1 | 11 | x | x
CCNC(=O)CC1C(=O)N(c2ccccc2)C(=O)N1CCc1ccc(OC)cc1 (stereo not drawn) | -0.83 | 1411 | -9% | i | 26 | x | x | 1.3 | -0.27 | 0.38 | 0.3 | 1 | i | 6.1 | 5.4 | 4.0 | 6.0 | 0.8 | 1388
CCNC(=S)NNC(=O)C1CCCCC1 | 0.96 | 840 | 4% | i | 59 | -45 | 432 | 0.3 | -0.22 | 0.82 | 0.1 | 1.2 | i | 1.3 | 2.8 | 1.8 | 9.4 | -3.2 | 1179
Cc1csc(N/N=C/c2ccccn2)n1 | -1.3 | 1125 | -14% | i | 61 | -59 | 473 | 0.23 | -0.24 | 0.27 | 0.14 | 1.2 | i | 0.4 | 7.7 | 2.1 | 28 | -1.8 | 892

An excerpt from above in order of their number in Dynein cargo inh nuclear GR-EGFP, smallest number first:
SMILES	Dynein cargo inh nuclear GR-EGFP
CCN(CC)c1ncnc2c1sc1nc(N3CCOCC3)c3c(c12)CCC3	0.16
CN1C(=O)CSc2ccc(NC(=O)N3CCc4ccccc43)cc21	0.21
CN(C)c1ccc(NC(=O)/C=C/c2c(Cl)cccc2Cl)cc1	0.93
